Screens as filed in PubChem BioAssay.
IMP-1 inh: inhibitors of Pseudomonas aeruginosa IMP-1 metallo-beta-lactamase; purified IMP-1, nitrocefin hydrolysis, epi-absorbance fluorescence; inhibition, % at 5.6 µM; actives 0.45% (n = 290,000);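 active = inhibition above the mean plus 3 SD of all compounds in the same screening run, cut at about 4.5% in these data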;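 also: 0% = IMP-1 with DMSO and 100% = DMSO wells lacking enzyme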
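System: purified recombinant IMP-1 beta-lactamase. Medium: Zinc- and detergent-supplemented HEPES buffer, pH 7.1. Compound: one 5.6 µM dose […]. Schedule: 15 min preincubation plus 25 min reaction at 25 °C. Technique: Epi-absorbance fluorescence, 480 nm excitation, 530 nm emission.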
MEKK2wt PB1 HTS: raises or lowers MEK5 binding to wildtype human MEKK2 PB1 domain; Q9Y2U5; bead flow cytometry, Alexa488-MEK5 binding to MEKK2 WT; actives lie on both sides; binding response (% of control), % at 10 µM; actives 1.1% (n = 290,000); AID 1531; in the data active = binding response below about 67% or above about 130%; inconclusive = no clear call, values can overlap the other calls; inactive = in between
M18AAP inhibitor: PfM18AAP enzyme inhibition | recombinant PfM18AAP, H-Glu-NHMec fluorogenic cleavage | inhibition, % at 7.35 µM | actives 1.2% (n = 290,000) | AID 1822;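 active = inhibition above the campaign mean inhibition over all tested compounds plus 3 SD, cut at about 28% in these data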;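 also: 0% = plate median of test compound wells and 100% = 2 mM ZnCl2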
DNA FID counter: counter-screen for HCV NS3 helicase inhibitors: DNA intercalator displacement | DNA fluorescent intercalator displacement, fluorescence | inhibition, % at 7.9 µM | actives 0.17% (n = 290,000) | AID 1845; in the data active = inhibition above about 37%;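 also: 0% = vehicle and 100% = reference compound; higher means more ethidium bromide displaced from hairpin DNA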
UBC9 SUMO inh: inhibitors of human SUMOylation (UBC9); P63279; HTRF SUMOylation assay, SAE1/SAE2 + UBC9, in vitro; inhibition, % at 35 µM; actives 0.36% (n = 290,000); AID 2006; in the data active = inhibition above about 50%, passing the limit was not always enough; inconclusive = no clear call, values can overlap the other calls; also: strong numbers were not always called active
Target sequence (P63279 whole entry, looked up): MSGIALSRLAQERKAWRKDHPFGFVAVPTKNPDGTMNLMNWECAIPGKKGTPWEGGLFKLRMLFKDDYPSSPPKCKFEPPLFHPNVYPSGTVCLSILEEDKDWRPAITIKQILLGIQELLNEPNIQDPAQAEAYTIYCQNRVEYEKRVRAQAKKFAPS
NS3 helicase inh: HCV NS3 helicase inhibition | NS3 helicase DNA unwinding, Cy5 molecular beacon fluorescence | inhibition, % at 10.9 µM | actives 0.56% (n = 290,000);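 active = inhibition above the mean of all tested compounds plus 3 SD, set per campaign, cut at about 35% in these data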;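 also: 0% = DMSO wells and 100% = thioflavine S control wells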
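test system = hepatitis C virus NS3 helicase domain fragment enzyme | reagent = annealed dual-labelled DNA beacon duplex, ATP-started | times = 1 h at 25 °C | detection = Cy5 fluorescence, 0 and 60 min reads | read-out basis = percent inhibition from t60/t0 fluorescence ratio | control set = DMSO and thioflavine S | replication = one well per compound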
NALP1 yeast inh: inhibitors of NALP1 inflammasome in yeast; S. cerevisiae NALP1/ASC/caspase-1 growth, X-gal OD620, 72 h; inhibition, % at 10 µM; actives 0.61% (n = 280,000); in the data active = inhibition mostly above about 24%, no sharp cut-off; inactive = mostly below about 32%; also: some compounds called inactive have numbers as strong as hits
MEKK2mut PB1 HTS: signal of MEK5 binding to mutant human MEKK2 PB1 domain | actives 0.35% (n = 290,000) | percent response, % at 10 µM | bead flow cytometry, Alexa488-MEK5 binding to MEKK2 mutant | AID 1530; in the data active = percent response above about 24%, passing the limit was not always enough; also: inactives centre near 1; some results filed as inactive read as strong as hits
VIM-2 inhibitor: inhibitors of Pseudomonas aeruginosa VIM-2 metallo-beta-lactamase; purified VIM-2, nitrocefin hydrolysis, epi-absorbance fluorescence; inhibition, % at 5.6 µM; actives 0.89% (n = 290,000); AID 1527;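 active = inhibition above the mean of all tested compounds plus 3 SD, cutoff set per screening run, cut at about 7.5% in these data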;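 also: red hydrolysis product quenches plate fluorescence so inhibitors raise well fluorescence; 0% = enzyme with DMSO and 100% = DMSO without enzyme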
The depositor's hits bear a star; ? = inconclusive; nt = no result given.

SMILES	IMP-1 inh	MEKK2wt PB1 HTS	M18AAP inhibitor	DNA FID counter	UBC9 SUMO inh	NS3 helicase inh	NALP1 yeast inh	MEKK2mut PB1 HTS	VIM-2 inhibitor
CCOC(=O)CNC(=O)CSc1nnc(Cn2c(=O)sc3ccccc32)n1-c1ccccc1C	-1.2	94	2	-35	22	-4	7	-7	-2.1
COc1cc2ccccc2nn1	-1.5	99	-1	2	23	-1	-5	0	-2.3
COC(=O)c1ccc(C2C(C(=O)c3ccco3)=C(O)C(=O)N2c2cc(C)on2)cc1 (stereo not drawn)	-1.6	104	8	-48	2	13	13	1	-1.9
CCOC(=O)c1sc(N2C(=O)C(O)=C(C(=O)c3ccco3)C2c2cccc([N+](=O)[O-])c2)nc1C (stereo not drawn)	0.9	103	-6	4	7	105*	14	7	-3.3
COc1ccccc1N1Cc2ccc(OC)c(OC)c2C1=O	-1.4	106	-7	-12	2	7	-5	6	-0.9
COCC(C)NC(=O)Cc1ccc(Cl)cc1 (stereo not drawn)	-2.0	105	4	-1	4	-2	-6	8	-1.6
Cc1scc(C(=O)NCc2ccco2)c1-c1ccccc1	-2.9	102	11	-10	-4	19	-1	4	-3.9
Cc1onc(-c2ccccc2Cl)c1C(=O)NCCN1CCOCC1	-1.5	95	-2	-6	-8	1	11	-8	-3.2
CCN(CC)CCOc1cccc(C(C)C)c1	-3.9	113	3	8	-6	-8	4	12	-7.5
C#CCSc1ncc(S(=O)(=O)c2ccccc2)c(=O)[nH]1	-4.2	110	-2	-5	9	7	-20	-1	-6.5

NS3 helicase inh: entries above that show a hit.
SMILES | IMP-1 inh | MEKK2wt PB1 HTS | M18AAP inhibitor | UBC9 SUMO inh | NS3 helicase inh | NALP1 yeast inh | MEKK2mut PB1 HTS | VIM-2 inhibitor
CCOC(=O)c1sc(N2C(=O)C(O)=C(C(=O)c3ccco3)C2c2cccc([N+](=O)[O-])c2)nc1C (stereo not drawn) | 0.9 | 103 | -6 | 7 | 105* | 14 | 7 | -3.3

Going on with the list:
SMILES	IMP-1 inh	MEKK2wt PB1 HTS	M18AAP inhibitor	DNA FID counter	UBC9 SUMO inh	NS3 helicase inh	NALP1 yeast inh	MEKK2mut PB1 HTS	VIM-2 inhibitor
O=C(CSc1nncs1)N1c2ccccc2Sc2ccccc21	-1.9	98	7	17	1	-4	-10	-1	-2.3
O=C(c1cc(Cl)ccc1[N+](=O)[O-])n1cnc2ccccc21	-1.5	106	-1	-3	-4	30	13	0	2.1
CN(C)CC(O)COc1cc2ccccc2cc1C(=O)N1CCCCC1 (stereo not drawn)	-1.6	104	-1	7	26	-12	16	-2	0.4
CC1CC(C)CN(CCCNC(=O)c2ccc3nc(N4CCOCC4)sc3c2)C1 (stereo not drawn)	-5.5	122	-5	-2	9	9	22	11	0.7
O=C(O)/C=C/C(=O)NC1CC1	-1.5	91	2	-7	0	6	13	-11	-3.8
CS(=O)(=O)N1CCc2cc(C(=O)Nc3ccccc3)ccc21	-2.8	94	3	-2	11	-13	0	-8	-1.0
C=CCC(=O)NC1CCCc2c1cnn2-c1cc(F)cc(F)c1 (stereo not drawn)	-1.7	115	-1	-9	12	-14	14	10	-3.2
C=CCNC(=O)O/N=C/c1csc([N+](=O)[O-])c1	-0.5	87	-5	-2	16	5	16	-24	-2.1
O=c1c2c3c(sc2n(CCN2CCCC2)c(=O)n1Cc1ccco1)CCCCC3	-2.4	?	-1	2	-9	-24	nt	-18	0.8
CC(=O)Nc1cccc(NC(=O)c2ccc3[nH]c(C)c(C)c3c2)c1	-2.0	100	0	-11	7	-7	6	-1	1.2
O=c1c(Cc2ccc(F)cc2)c(O)ccn1CCCN1CCOCC1	-2.8	101	3	0	5	1	0	3	-1.7
O=C(c1cc(C2CC2)on1)N1CCOCC1	nt	106	nt	nt	18	nt	-8	7	nt
O=C(O)CC(CNS(=O)(=O)c1ccccc1)c1ccccc1 (stereo not drawn)	-1.6	105	0	0	-6	-2	20	5	-0.6
O=C(CN1CCOCC1)Nc1ncc(Cc2ccccc2Cl)s1	-1.6	102	0	-12	10	-1	27	4	-10
COc1ccc(Cl)cc1NC(=O)c1ocnc1C	-2.2	89	1	3	11	1	2	-3	0.0
CCc1ccccc1NC(=O)CSc1nc2ccccc2nc1N1CCOCC1	-2.5	96	4	-37	6	13	8	-4	-1.5
COC(=O)c1ccc2[nH]ccc2c1	-2.4	99	-10	-5	-1	17	-3	4	-3.2
O=C(CSCc1c(F)cccc1Cl)Nc1ccccc1C(=O)N1CCOCC1	-2.0	96	1	-7	-15	5	12	2	-2.6
CCNC(=O)CC1C(=O)N(c2ccc(F)cc2)C(=O)N1Cc1cccs1 (stereo not drawn)	-3.1	99	-6	-2	9	2	4	0	-5.4
Cc1cccc(NC(=O)c2ccc(S(=O)(=O)N3CCCC3)cc2)c1C	-4.6	97	3	-18	11	0	16	-3	-3.4
CC(=O)c1ccc(-c2ccc(C(=O)N3CCN(c4ccc(F)cc4)CC3)o2)cc1	-4.5	96	-4	-14	15	-8	-2	-2	-1.8
Cc1ccc2oc3nc(C)c(C(=O)O)cc3c(=O)c2c1	0.0	103	0	12	3	-1	3	6	-7.3
O=C(COc1ccccc1Cl)N1CCN(c2ccc([N+](=O)[O-])c(N3CCOCC3)c2)CC1	-2.2	110	4	-20	0	-1	36	6	-1.1
O=C(Nc1ccc2c(c1)OCCO2)C(=S)NCc1ccccc1	-4.0	101	4	-4	3	-12	-2	0	-8.0
O=C(CCCN1C(=O)[C@H]2CC=CC[C@H]2C1=O)NCc1nc(-c2ccccc2)no1	-1.7	98	4	-23	8	1	-1	3	-4.0
Cc1cccc(C(=O)NN/C=C/C(=O)c2ccccc2)c1	-0.8	107	-1	-10	14	3	12	8	-0.8
CN(Cc1cccnc1)C(=O)c1cc(COc2ccc3c(c2)CCCC3)on1	-1.2	103	0	-33	-10	-10	9	3	0.5
O=C(NC(NC(=S)Nc1c(Cl)cccc1Cl)C(Cl)(Cl)Cl)c1cccc([N+](=O)[O-])c1 (stereo not drawn)	-3.2	122	5	4	-22	0	15	2	-3.5
Cc1ccc(S(=O)(=O)N2CCCCCC2)cc1C(=O)NCc1ccccn1	-3.3	104	2	-27	-14	-4	4	4	-4.0
CC/C(=N\NC(=O)C1CCCC1)c1cccc(Br)c1	-3.7	104	-7	-7	-2	1	-9	2	-2.2

2 entries from above, with two lines to a compound:
Values run as follows: IMP-1 inh, MEKK2wt PB1 HTS, M18AAP inhibitor, DNA FID counter, UBC9 SUMO inh, NS3 helicase inh, NALP1 yeast inh, MEKK2mut PB1 HTS, VIM-2 inhibitor
O=C(COc1ccccc1Cl)N1CCN(c2ccc([N+](=O)[O-])c(N3CCOCC3)c2)CC1
  -2.2, 110, 4, -20, 0, -1, 36, 6, -1.1
O=C(Nc1ccc2c(c1)OCCO2)C(=S)NCc1ccccc1
  -4.0, 101, 4, -4, 3, -12, -2, 0, -8.0

Going on with the list:
SMILES	IMP-1 inh	MEKK2wt PB1 HTS	M18AAP inhibitor	DNA FID counter	UBC9 SUMO inh	NS3 helicase inh	NALP1 yeast inh	MEKK2mut PB1 HTS	VIM-2 inhibitor
OCCC1CN(Cc2cccc3c2OCO3)CCN1C1CCCC1 (stereo not drawn)	-4.1	93	-1	7	20	1	6	-3	-2.2
O=C1N/C(=N\c2ccccn2)SC1Cc1ccccc1Cl (stereo not drawn)	-1.1	90	7	-6	3	6	18	-6	-3.9
O=C(NN=C1CCN(Cc2ccccc2)CC1)c1ccccc1O	-2.8	109	10	-4	19	8	4	12	-3.9
Cc1cnc(CNC(=O)CC2C(=O)NCCN2Cc2ccccc2F)cn1 (stereo not drawn)	-3.8	103	7	-9	7	-3	-5	7	-5.6
O=C(O)c1cc(S(=O)(=O)NCCN2CCNC2=O)ccc1O	-1.4	104	6	-2	22	1	30	1	-0.8
CCN1CCN(C(=O)c2c(-c3c(F)cccc3Cl)noc2C)CC1	-3.9	nt	-7	-1	0	-1	22	nt	-4.0
CCCN1CCC(NC(=O)CCc2nnc(-c3ccccc3)o2)CC1	-1.8	108	-4	-3	11	9	-3	6	-2.4
COc1ccc(S(=O)(=O)N2CCN(C)CC2)cc1NC(=O)c1ccccc1	-3.6	99	1	3	2	-4	-6	1	-0.8
O=C(NCCC1=CCCCC1)c1ccc(Cl)c([N+](=O)[O-])c1	-2.0	109	-5	4	0	2	23	1	-2.1
c1coc(Cn2c(SCc3nc4ccccc4[nH]3)nnc2-c2cnccn2)c1	-4.3	106	7	-13	4	12	-2	1	-2.1
COc1ccc(C(=O)C2CCCN(C(=O)c3cc(C)nc(C)n3)C2)cc1OC (stereo not drawn)	-4.8	112	4	-4	0	1	7	1	-5.2
CCCc1nnc(NC(=O)C2CC(=O)N(C3CCCC3)C2)s1 (stereo not drawn)	-3.7	104	1	-22	9	0	4	0	-2.6
COc1ccc(-c2nnc3sc(-c4ccccn4)nn23)cc1	nt	108	nt	nt	19	nt	-10	11	nt
CCOC(=O)N1CCN(CC(O)COC2CC(C)CCC2C(C)C)CC1 (stereo not drawn)	-3.2	105	-4	-6	16	9	12	3	-2.1
O=C(c1ccco1)N1CCN(C(=O)c2ccc(COc3ccc(F)cc3)o2)CC1	-2.3	113	-8	-22	-20	2	14	11	-1.2
O=c1c(CO)cc(CO)cc(CO)c1O	-1.8	94	12	1	-13	6	nt	-5	-1.6
COc1cc(SC)ccc1C(=O)Nc1nccs1	-4.1	106	-4	7	10	3	17	4	-3.9
Cc1cc(O)c(C(=O)/C=C/c2ccc(C(C)C)cc2)c(=O)o1	-2.1	109	-11	-30	11	29	10	8	-4.2
CCN(CC)C(=O)CSc1nc(O)cc(=O)n1CC	-3.4	103	-2	-27	-5	4	8	4	-1.3
COc1cc(NC(=O)C2=CC(c3ccc(C)cc3)=NS(=O)(=O)N2C)cc(OC)c1OC	-4.6	105	13	-28	-4	-13	21	3	0.0
CCOc1ccc(NC(=S)NCC(c2cccnc2)N2CCOCC2)cc1 (stereo not drawn)	-2.0	93	-8	-6	4	8	10	-3	0.6
COc1ccc(CNC(=O)c2cc(=O)c3c(C)cc(C)cc3o2)cc1	-2.0	106	-10	-27	8	-2	10	6	4.0
COc1ccc(NC2CCCN(C(=O)c3cccs3)C2)cc1 (stereo not drawn)	-1.4	109	5	-8	7	10	15	7	1.3
CC(C)(C)c1cc(C(F)(F)F)nc(SCCCNC(=O)c2ccco2)n1	-2.0	97	-2	-18	-8	-6	-1	-6	-4.3
CCc1ccc(N(CC(=O)NCc2ccco2)C(=O)CCC(=O)Nc2ccccn2)cc1	-2.1	90	-4	-41	-3	-7	-4	-8	-2.0
CC(Cc1ccccc1)NC(=O)CSc1nc2nc3c(cc2c(=O)n1-c1ccccc1)COC(C)(C)C3 (stereo not drawn)	-1.8	94	-1	-37	-2	0	4	1	-1.2
COc1ccc(/C=C/c2nnc(NC(=O)COc3ccc(C)cc3)s2)cc1	-1.8	103	-6	-3	46	1	10	5	-4.8
Cc1cccc(C(=O)N2CCC(=O)N(C(COCc3ccccc3)Cc3ccccc3)CC2)c1 (stereo not drawn)	-4.6	97	-3	-39	7	-4	26	2	-3.2

Random draw from the library; overall some 4.7% were active at least once.
